DT40 TDP1 CPT: DT40-hTDP1 cell growth loss with CPT. AID 686979. actives 12% (n = 420,000). chicken DT40 Tdp1-/-;hTDP1 cells + 20 nM CPT, ATP luminescence, 48 h. Potency, µM (highest dose often 46.2 µM), for inactives: at the highest dose activity change, negative = growth inhibition, hits mostly inhibitors; active means well fitted inhibition curve with a large enough effect; inconclusive means small, poorly fitted or top-dose-only effect; further: nearly all actives have a fitted effect of over 55% in size
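Cell growth measured by CellTiter-Glo luminescence after a minimum 48 h, 37 C compound exposure with 20 nM CPT in Tdp1-knockout DT40 cells stably expressing hTDP1, seeded 400/well; qHTS titration format.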
* hit, by the source's call; ? = inconclusive; [ ] = another dose, or the depositor's remark. On the % scale 0 is the no-effect control and ±100 the full control effect; potency means the concentration at half of the fitted maximal effect.

SMILES	DT40 TDP1 CPT
OC(c1ccccc1)c1nc(/C=C/c2ccc(C(F)(F)F)cc2)cs1 (centres undefined)	-22%
CCC(C)[C@H](NC(=O)[C@@H]1Cc2ccccc2CN1)C(=O)NCc1ccc(C)cc1 (some centres undefined)	-29%
Cc1c(C(=O)N2CCN(C(C)C)CC2)sc2ncnc(NCc3ccco3)c12	18%[9.04 µM]
O=C(NCc1ccco1)c1ccc2sc([C@H]3C[C@H](O)[C@@H](CO)O3)nc2c1	?
COc1cc(-c2coc3c(C(=O)NC4CCCCC4)cccc23)ccc1O	18µM*
COC(=O)c1cccc(CN2C(=O)C(C)Sc3cc(Cl)ccc32)c1 (centres undefined)	?
OC(c1ccccc1)(c1ccccc1)C1CCN(CCCOc2ccc(F)cc2)CC1	?
Cc1ccc(C)c(N2CCN(C(C(=O)NC3CCCC3)C(C)C)CC2)c1 (centres undefined)	18µM*
CC(C)C[C@H]1CN(CCCC[C@@H]2CNC(=O)C(=O)N2Cc2ccccc2)C(=O)C(=O)N1CCC1CCCCC1	-9%
CC(C)N1CC(C(=O)Nc2ccc(Cl)cc2Cl)CC1=O (centres undefined)	-19%
CC(=O)NN=C(C)c1ccc(NC(=O)C2CC2)cc1	-94%
O=C(Nc1cccc2c1CCCC2)c1cc(C2CCCCN2C(=O)CCCc2ccccc2)on1 (centres undefined)	16µM*
COc1ccc(F)cc1-c1cc(NC(C)=O)c2ncc(-c3cc(OC)c(OC)c(OC)c3)n2c1	3.7µM*
CCC1(C2CCN(Cc3cccc(Cl)c3)CC2)NC(=O)N(CC2COc3ccccc3O2)C1=O (centres undefined)	-4%[9.04 µM]
COC(=O)C[C@@H]1C=C[C@@H](NC(=O)NC2CCCC2)[C@@H](CO)O1	-21%
COc1ccc(N2CCN(C(=O)Oc3ccc([N+](=O)[O-])cc3)CC2)cc1	?
O=c1[nH]c2cc3ccccc3cc2nc1-c1nnnn1Cc1ccccc1	?
CCOC(=O)CCCCCC(=O)Nc1ccc2c(c1)C(=O)N([C@@H](C)CO)C[C@H](C)[C@H](CN(C)C(=O)Nc1ccc(C(F)(F)F)cc1)OCCCC[C@H](C)O2	-6%
CCC1CN(CCNC(=O)c2ccc3c(c2)OCCO3)Cc2cc(OC)ccc2O1 (centres undefined)	9%[9.04 µM]
CC(C)c1ccc(NC2CCCN(C(=O)CN3CCCCC3=O)C2)cc1 (centres undefined)	-2%
C[C@@H]1CN([C@@H](C)CO)S(=O)(=O)c2ccc(Br)cc2O[C@@H]1CN(C)C(=O)c1ccc(F)cc1	21µM*
Cc1ccsc1C(=O)OCC(=O)Nc1cccc(S(=O)(=O)N2CCCCC2)c1	?
Cc1ccc(N2CCN(C(=O)C(=O)c3cccc(Br)c3)CC2)cc1	?
Cc1ccc(P(=O)(c2ccc(C)cc2)[C@@H](NC(c2ccccc2)c2ccccc2)c2ccccc2)cc1	18µM*

Fetched by structure from the entries so far:
SMILES	DT40 TDP1 CPT
O=c1[nH]c2cc3ccccc3cc2nc1-c1nnnn1Cc1ccccc1	?
Cc1ccc(P(=O)(c2ccc(C)cc2)[C@@H](NC(c2ccccc2)c2ccccc2)c2ccccc2)cc1	18µM*
COC(=O)c1cccc(CN2C(=O)C(C)Sc3cc(Cl)ccc32)c1 (centres undefined)	?
OC(c1ccccc1)(c1ccccc1)C1CCN(CCCOc2ccc(F)cc2)CC1	?
COC(=O)C[C@@H]1C=C[C@@H](NC(=O)NC2CCCC2)[C@@H](CO)O1	-21%
COc1ccc(F)cc1-c1cc(NC(C)=O)c2ncc(-c3cc(OC)c(OC)c(OC)c3)n2c1	3.7µM*
CC(C)C[C@H]1CN(CCCC[C@@H]2CNC(=O)C(=O)N2Cc2ccccc2)C(=O)C(=O)N1CCC1CCCCC1	-9%

Additional structures follow.
SMILES	DT40 TDP1 CPT
COc1ccc(N2C[C@H](Cc3ccccc3)[C@@H](CC(=O)Nc3ccccc3)C2=O)cc1	?
CC(=O)Nc1ccc(CN(C)c2c(C)nc3ccc(C(=O)N4CCN(C(=O)c5ccco5)CC4)cn23)cc1	2%
O=C1N[C@@H](Cc2c[nH]c3ccccc23)C(=O)N[C@H]1Cc1c[nH]c2ccccc12	-18%[9.04 µM]
CCOC(=O)C1(C)CCCN(C(=O)c2cc(C)oc2C)C1 (centres undefined)	?
CNc1cncc(-c2cccc(NS(C)(=O)=O)c2)n1	?
COCC1CCN(C(=O)c2ccc3oc(C(C)C)nc3c2)C1 (centres undefined)	3%
NC(COCc1ccccc1)c1csc(Nc2ccccn2)n1 (centres undefined)	26µM*
Cc1ccc(-c2csc(C(O)c3ccccc3)n2)cc1C (centres undefined)	?
NC(=O)c1cccc(Nc2nc(C(N)C3CCCCC3)cs2)n1 (centres undefined)	?
COc1ccc(CN2C(=O)C(CC(=O)NCCCN(C)C)CC(C(=O)N3CCOCC3)=C2C)cc1 (centres undefined)	7%
COc1ccc(CN2C(=O)CSCC2(C)C(=O)Nc2ccc3c(c2)OCCO3)cc1 (centres undefined)	?
CC1=C(/C=C/C(C)=C/C=C/C(C)=C/C=C/C=C(C)/C=C/C=C(C)/C=C/C2=C(C)C[C@@H](O)CC2(C)C)C(C)(C)C[C@H](O)C1	15µM*
Cc1ccc(S(=O)(=O)N(C)C[C@H]2Oc3cc(C#CC4CCCC4)ccc3S(=O)(=O)N([C@H](C)CO)C[C@H]2C)cc1	18µM*
O=C(NCCN1CCOCC1)c1cnn(-c2nccc(-c3cc4ccccc4o3)n2)c1C1CC1	18µM*
O=c1[nH]c(=S)[nH]c2c1C(c1ccc(Cl)cc1)OC(C1CCCCC1)C2 (centres undefined)	?
OC[C@@H]1CN(Cc2cccc3ccccc23)C[C@H](n2cnc3c(NCc4ccco4)ncnc32)O1	21µM*
COC(=O)C1CCN(C2CN(Cc3ccc([N+](=O)[O-])cc3)S(=O)(=O)C2)CC1 (centres undefined)	?
COc1ccc(C(=O)N/C(=C\c2cn(S(=O)(=O)N(C)C)c3ccccc23)C(=O)N2CCN(C)CC2)cc1OC	-32%
CCCCn1nnnc1C1(C)CCC(=O)N1CCc1ccc(O)cc1 (centres undefined)	-16%
COc1ccc([C@H]2N[C@]3(CCCN(Cc4cccn4C)C3=O)[C@H]3C(=O)N(C)C(=O)[C@@H]23)cc1	-10%
CC1(C)CC(=O)C=C(c2ccc(COC(=O)c3cc(F)cc(F)c3)cc2)C1=O	?
O=C(NCCc1nnc2n1CCN(Cc1ccc(F)c(F)c1)CC2)c1ccoc1	8%
COc1cc(Nc2ccn3nccc3n2)cc(OC)c1OC	?
COc1ccc2nc(N3C(=O)C(O)=C(C(=O)c4ccco4)C3c3ccc(OC)c(OC)c3)sc2c1 (centres undefined)	?
COC(=O)[C@@]12C[C@@H](CC(=O)N3CCC(c4ccccc4)CC3)C(=O)N(Cc3ccco3)C1=CCC(C)(C)C2	?
COC(=O)c1ccc(CNC(=O)COC(=O)/C=C/c2cccc(OC)c2)cc1	?
O=C(NCc1ccco1)C1Cc2c(-c3cccc(F)c3)ccnc2O1 (centres undefined)	0.82µM*
C=C1CC2C3CCC4=CC(=O)C=C[C@]4(C)[C@@]3(F)[C@@H](O)C[C@]2(C)[C@@]1(O)C(=O)COC(C)=O (some centres undefined)	-1%
Cc1[nH]c(=O)sc1C(=O)NCc1ccc([N+](=O)[O-])cc1	?
CCNC(=O)C1(C)CCCN(Cc2noc(-c3ccccc3OC)n2)C1 (centres undefined)	?
C[C@@H](CO)NC(=O)c1nc[nH]c1C(=O)N[C@H](C)c1ccccc1	2%
CN(C(=O)COC(=O)c1cccs1)c1ccccc1	-3%
CCOC(=O)c1c(C)[nH]c(C(=O)OC(C)C(=O)Nc2ccc(C)cc2)c1C (centres undefined)	-27%
CCC(=O)c1ccc(OCC(=O)OCc2csc(CC(=O)Nc3ccccc3C)n2)cc1	-3%
CCC(c1nc2ccccc2[nH]1)N(CCCn1ccnc1)C(=O)c1ccc(C(F)(F)F)cc1 (centres undefined)	?
CC(c1nc2ccccc2[nH]1)n1c(=O)c(-c2ccco2)nc2ccccc21 (centres undefined)	13µM*

Among those listed so far, these contain two or more sulfur atoms.
SMILES	DT40 TDP1 CPT
Cc1ccsc1C(=O)OCC(=O)Nc1cccc(S(=O)(=O)N2CCCCC2)c1	?
Cc1ccc(S(=O)(=O)N(C)C[C@H]2Oc3cc(C#CC4CCCC4)ccc3S(=O)(=O)N([C@H](C)CO)C[C@H]2C)cc1	18µM*

The results go on:
SMILES	DT40 TDP1 CPT
Cc1ccccc1CN1C(=O)c2ccccc2C1c1nnnn1C(C)C (centres undefined)	-22%
CC1(Cc2cc(Cl)ccc2C(F)(F)F)C(=O)Nc2ccc(-c3ccc(F)c(Cl)c3)cc21 (centres undefined)	?
CN(C)c1ccc(-c2ccnc3c2CC(C)(C(=O)Nc2cccc(C(F)(F)F)c2)O3)cc1 (centres undefined)	-60%
C[C@@H]1ON(C)[C@H]2C[C@H]3c4[nH]c5ccccc5c4CCN3C(=O)[C@@H]12	0%
Cc1ccc(S(=O)(=O)N2CC3(O)CN(C(=O)OC(C)C)N(C(=O)OC(C)C)CC3(OC(=O)NC3CC3)C2)cc1 (centres undefined)	?
CC1(C(=O)NCCc2ccccc2)Cc2c(-c3ccc(C(N)=O)cc3)ccnc2O1 (centres undefined)	16µM*
COc1ccccc1CNc1nc2cc(-c3ccccc3C)sc2c(=O)n1C	?
C[C@@H]1CN([C@@H](C)CO)C(=O)CCCn2nncc2CO[C@@H]1CN(C)C(=O)Nc1ccc2c(c1)OCO2	-1%
CC(C)n1nnnc1C1c2ccccc2C(=O)N1CCCn1ccnc1 (centres undefined)	5%
CC(C)C[C@@H]1COc2cccc(N(C)CCO)c2S(=O)(=O)N1	-46%
CCOc1ccc(Cl)cc1-c1cc(C(=O)Nc2ccc(OC)cc2OC)[nH]n1	?
CCOC(=O)C1=CCN(S(=O)(=O)c2ccc(C)cc2)C1c1ccc(Br)cc1 (centres undefined)	?
Cc1cc(O)ccc1-c1cc(C(=O)NCc2cc(C(F)(F)F)cc(C(F)(F)F)c2)[nH]n1	18µM*
Cc1cccc(C)c1NC(=O)C(c1ccccc1)n1c(=O)c(-c2ccco2)nc2ccccc21 (centres undefined)	?
CCN1C(=O)[C@H]2[C@@H](c3ccc(C)cc3)N[C@]3(CCCN(Cc4ccc(C)cc4)C3=O)[C@H]2C1=O	?
c1ccc(Cn2c(Cn3c(-c4cnccn4)nc4ccccc43)nc3ccccc32)cc1	26µM*
COCCNc1ncnc2c1ncn2[C@H]1CN(Cc2cccs2)C[C@@H](CO)O1	-4%
Cn1cc(CN2CCOc3ccc(C(O)C4CCCCC4)cc3C2)cn1 (centres undefined)	?
CN(C)c1ccc(C(=N)Cc2ccc3ccccc3n2)cc1	21µM*
CCN(CC)CCNC(=O)c1ccc(NC(=O)c2ccc(-n3cncn3)c([N+](=O)[O-])c2)cc1	-1%
CCCCN(C=O)c1c(CC)nc2ccc(C(=O)Nc3cc(-c4ccccc4)ccc3OC)cn12	?
CCCCc1c(-c2cccc(OC)c2)ncn1CCc1ccccc1OC	15µM*
OC[C@@H]1CN(Cc2ccccc2)C[C@H](n2cnc3c(N4CCOCC4)ncnc32)O1	-7%
OC(c1ccc(Cl)c(F)c1)c1ncc(-c2cccc3ccccc23)[nH]1 (centres undefined)	?
COc1cccc(-c2cnc3c(NC(C)=O)cc(-c4cc(OC)c(OC)c(OC)c4)cn23)c1	?
CCC(=O)N1Cc2cc(C(=O)NCC(F)(F)F)nc(-c3cccc(-c4cncnc4)c3)c2[C@@H]1CCO	21µM*
Cn1cc(-c2coc3c(C(=O)NCc4cccs4)cccc23)cn1	?
C[C@@H]1CN([C@H](C)CO)C(=O)CCCn2cc(nn2)CO[C@H]1CN(C)C(=O)Nc1ccc(C(F)(F)F)cc1	-15%
CC(=O)c1ccc(F)c(-c2cc(C)cc3c2OC(CNC(=O)c2ccnn2C)C3)c1 (centres undefined)	23%[9.04 µM]
O=C(Nc1cccc2c1[nH]c(=O)c1ccccc12)C(F)(F)F	-28%
COc1ccc(S(=O)(=O)N2CCOC2CNC(=O)C(=O)NCCCN2CCCC2=O)cc1OC (centres undefined)	-1%
COc1ccccc1-c1ccnc(-n2ncc(C(=O)N(C)C(C)c3ccon3)c2C2CC2)n1 (centres undefined)	-11%[9.04 µM]
O=C(OCc1ccccc1)N1CCC2CC1c1cc(-c3cc4ccccc4o3)ccc12 (centres undefined)	?
CNc1cc(-c2c(OC)cccc2OC)ncn1	-8%
COCCNC(=O)c1cc2c(Br)ccc(Br)c2nc1N	1%
CC(C)(C)NC(=O)C1C(c2ccc(C(F)(F)F)cc2)=Nc2ccccc2N1C(=O)c1cccc(C(F)(F)F)c1 (centres undefined)	?
COc1ccc([C@H]2C[C@H](O)[C@@H](n3cc(COC(=O)c4ccccc4)nn3)CN2CC2CCCCC2)cc1	23µM*
CN(CC(=O)Nc1ccc(F)c(F)c1F)C(=O)CCN1C(=O)C2CC=CCC2C1=O (centres undefined)	-11%
CCC(=O)N1CCCC1(C)C(=O)Nc1ccc2c(c1)CCN2C(C)=O (centres undefined)	3%
COC(=O)[C@@]12C[C@@H](CC(=O)NCC3CCCCC3)C(=O)N(Cc3ccc4c(c3)OCO4)C1=CCC(C)(C)C2	?
CCC(=O)N1CCCC1(C)C(=O)Nc1ccc(OC(F)F)cc1 (centres undefined)	5%
C[C@@H]1CCCCO[C@H](CN(C)C(=O)Nc2ccc3c(c2)OCO3)[C@H](C)CN([C@@H](C)CO)C(=O)c2cc(NS(=O)(=O)c3ccc(Cl)cc3)ccc2O1	16µM*
CC1(C(=O)NCc2ccc(F)c(F)c2)Cc2c(-c3cccc(C(F)(F)F)c3)ccnc2O1 (centres undefined)	16µM*

Screening results deposited in PubChem BioAssay by National Center for Advancing Translational Sciences (NCATS).

Not all compounds are listed (hit frequency here may not be typical).
